# MBD2 DNA inh: MBD2-methylated oligo binding inhibition. TR-FRET, MBD2 binding to methylated oligonucleotide. inhibition, % at 4.4 µM. hit rate 0.31% among 370,000. Q9UBB5. AID 686964; in the data active = inhibition above about 13%
# Target sequence (Q9UBB5 whole entry, looked up): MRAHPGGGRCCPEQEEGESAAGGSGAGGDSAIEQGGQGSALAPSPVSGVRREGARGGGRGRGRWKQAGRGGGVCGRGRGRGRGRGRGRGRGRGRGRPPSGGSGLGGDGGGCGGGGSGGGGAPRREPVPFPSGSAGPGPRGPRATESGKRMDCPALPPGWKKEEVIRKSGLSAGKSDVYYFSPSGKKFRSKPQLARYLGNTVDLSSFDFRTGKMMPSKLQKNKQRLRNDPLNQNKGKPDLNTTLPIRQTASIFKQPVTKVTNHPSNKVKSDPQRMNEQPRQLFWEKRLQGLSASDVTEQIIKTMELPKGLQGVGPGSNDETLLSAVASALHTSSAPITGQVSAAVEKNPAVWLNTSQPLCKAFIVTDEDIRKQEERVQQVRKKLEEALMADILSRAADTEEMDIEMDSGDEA
# mABHD4 FP: ABHD4 (mouse) inhibition, primary FP screen. Q8VD66. purified mABHD4, FP-Rh probe fluorescence polarization. inhibition, % at 8.92 µM. hit rate 0.54% among 370,000;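 active = inhibition exceeding the mean over every tested compound plus 3 SD, cut at about 30% in these data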;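 note: 0% = plate median of compound wells and 100% = S159A mutant with DMSO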
#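 Test system: mouse ABHD4 enzyme, wild type. Reagent: FP-Rh fluorescent activity-based probe, added after compound pre-incubation. Timing: pre-incubation 45 min, probe exposure 60 min, at 25 °C. Technique: FP readout, ex 525 nm / em 598 nm. Benchmarks: high control S159A mutant with DMSO, low control median of compound wells.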
# UHRF1 binding: UHRF1 methyl-DNA binding inhibition; Q96T88; UHRF1 binding to methylated oligo, TR-FRET; inhibition, % at 4.4 µM; hit rate 0.75% among 370,000; in the data active = inhibition above about 21%;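 note: UHRF1 SRA domain binding a hemimethylated CpG hairpin DNA probe; 0% = median of test compound wells and 100% = reference inhibitor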
# HTRA1 inhibitor: blocks human HTRA1 serine peptidase; Q92743; recombinant HTRA1, FP-rhodamine activity-based probe, fluorescence polarization; inhibition, % at 5.96 µM; hit rate 0.5% among 340,000; in the data active = inhibition above about 36%;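 note: 0% = enzyme with DMSO and 100% = wells lacking enzyme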
# LEDGF integ inh: blocks HIV-1 LEDGF/p75-dependent DNA integration | TR-FRET IN-LEDGF/p75 DNA integration, Eu/Cy5 | inhibition, % at 3.7 µM | hit rate 0.64% among 370,000 | AID 743269;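 active = inhibition above the screen-wide mean plus 3 SD, cut at about 13% in these data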;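 note: signal is the Cy5 over europium emission ratio at 671 and 618 nm; 0% = plate median of compound wells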
# PRMT1 inh: blocks human protein arginine methyltransferase 1; Q99873; recombinant PRMT1, activity-based probe fluorescence polarization; inhibition, % at 2.79 µM; hit rate 1.3% among 370,000; AID 652257;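 active = inhibition above about 21% made by adding two undisclosed values, limit read from the data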
# TCR-CD3 inh: inhibitors of human TCR-CD3 interaction | TAMRA-labeled TCR probe fluorescence, biochemical | hit rate 0.37% among 360,000 | inhibition, % at 9.4 µM | AID 651800; in the data active = inhibition above about 19%;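 note: recombinant mutant TCR 2C K166C tagged with TAMRA read by polarization; 0% = receptor in buffer alone and 100% = receptor with positive control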
# rCAG binder: binds r(CAG) RNA repeats; r(CAG) RNA repeat, TO-PRO-1 dye displacement fluorescence; inhibition, % at 3 µM; hit rate 1.3% among 370,000;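 active = inhibition above the plate cutoff, the mean of all test compounds on that plate plus 3 SD, cut at about 35% in these data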;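 note: 0% = DMSO alone and 100% = 100 µM mitoxantrone as full dye displacement; higher means more dye released from RNA so lower well fluorescence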
# PG9 Ab binder: binds the HIV-1 gp120 antibody PG9. hit rate 0.43% among 360,000. inhibition, % at 6.7 µM. TR-FRET gp120-PG9 antibody binding; in the data active = inhibition above about 8.5%
# NR1D1 modulator: modulators of human Rev-erb alpha DNA binding; Rev-erbα–FITC-DNA binding, fluorescence polarization, 90 min; hit rate 0.79% among 370,000; activity, % at 10 µM; P20393;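 active = activity above about 14%, limit read from the data; passing the limit was not always enough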;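 note: 0% = DMSO wells with 35 nM protein and 100% = DMSO wells with 750 nM protein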
# Target sequence (P20393 whole entry, looked up): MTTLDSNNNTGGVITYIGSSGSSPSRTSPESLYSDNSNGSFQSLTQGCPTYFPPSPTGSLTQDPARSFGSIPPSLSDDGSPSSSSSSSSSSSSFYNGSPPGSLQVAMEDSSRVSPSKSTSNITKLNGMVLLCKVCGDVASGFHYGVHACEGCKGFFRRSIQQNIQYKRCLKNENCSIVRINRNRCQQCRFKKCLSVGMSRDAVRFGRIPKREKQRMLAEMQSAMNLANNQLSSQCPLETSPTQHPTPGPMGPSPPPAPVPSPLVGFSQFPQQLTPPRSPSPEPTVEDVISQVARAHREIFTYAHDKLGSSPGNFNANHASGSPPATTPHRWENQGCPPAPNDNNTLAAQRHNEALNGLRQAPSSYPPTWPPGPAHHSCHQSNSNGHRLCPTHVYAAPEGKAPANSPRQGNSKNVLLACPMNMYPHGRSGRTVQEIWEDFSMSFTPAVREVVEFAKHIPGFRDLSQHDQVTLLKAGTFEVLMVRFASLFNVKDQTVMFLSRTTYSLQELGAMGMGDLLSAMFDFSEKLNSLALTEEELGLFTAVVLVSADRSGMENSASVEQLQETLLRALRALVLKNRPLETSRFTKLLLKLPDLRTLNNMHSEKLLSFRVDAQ
# Numbers without * were called inactive; · = not tested or not shown.
SMILES,MBD2 DNA inh,mABHD4 FP,UHRF1 binding,HTRA1 inhibitor,LEDGF integ inh,PRMT1 inh,TCR-CD3 inh,rCAG binder,PG9 Ab binder,NR1D1 modulator
Cc1cc(NS(=O)(=O)c2ccc(NC(=O)N[C@H](C(=O)O)C(C)C)cc2)no1,4,0,0,-6,-5,1,-4,1,-0.4,-4
CNc1nc(Cl)c(SC)c(NCc2ccc(F)cc2)n1,3,-4,0,-11,-1,-2,2,1,-2.8,-2
O=C1N=C(N2CCOCC2)CS1,1,-1,-1,-6,3,-3,4,0,-1.2,4
CCOc1ccc(NC(=O)CCC(=O)c2ccc(Br)cc2)cc1,-4,-2,-8,-8,2,3,3,7,16*,1
COc1cc(OC)c(OC)cc1/C=C1/Cc2ccccc2C1=O,-6,9,-3,-11,-3,2,-3,2,-3.0,3
O=C(Nc1nc(-c2cccnc2)cs1)c1cccc([N+](=O)[O-])c1,-3,-2,6,-1,3,-1,-3,2,2.6,-8
O=C(Nc1ccc(Oc2ccsc2C(=O)O)cc1)c1ccccc1F,-1,-2,2,-2,2,1,-4,1,-1.2,5
CC(C)Oc1ccc(Cn2c(=O)sc3ccccc32)cc1,1,-12,1,-18,0,0,3,-5,-0.8,0
CC(C)N1CCN(c2ccncc2S(=O)(=O)N2CCOCC2)CC1,2,1,1,7,-2,-2,0,-4,0.1,-4
COc1cc2[nH]c(Cl)c([N+](=O)[O-])c2cc1OC,-2,10,9,2,49*,30*,-7,-2,-0.1,1
CNc1ncn(-c2c(C)cccc2C)c(=O)n1,-7,-3,2,·,3,-5,-1,2,-0.7,7
CNC(=O)c1cc2ncc(C(F)(F)F)cc2s1,12,-7,6,2,-1,3,1,-4,-0.8,3
C[C@H]1CN([C@@H](C)CO)C(=O)CCCn2cc(nn2)CO[C@@H]1CN(C)S(=O)(=O)c1ccc(Oc2ccccc2)nc1,-1,2,1,1,4,-3,-10,3,-2.8,5
CCOC(=O)C(=O)C1C(=O)Nc2ccccc21 (stereo unspecified),-1,2,-1,9,-2,2,7,0,-3.4,6
COCCNC(=O)Cn1nc(-c2ccccc2)c2ccccc2c1=O,-1,-5,-2,2,-2,1,9,-3,-1.8,-3
CC1=C(C(=O)OC2CCC(C)CC2)C(c2ccc(O)c([N+](=O)[O-])c2)NC(=O)N1 (stereo unspecified),-6,-2,-2,6,5,-1,-3,4,-1.0,5
CCCCc1c(-c2ccccc2OC)ncn1Cc1ccc(-c2ccccc2)cc1,3,3,0,·,3,1,-5,1,0.0,10
CCOc1ccc(C2NC(=O)NC(C)=C2C(=O)OCc2ccccc2)cc1 (stereo unspecified),-3,1,0,-8,-1,-1,-4,-7,-2.0,8
CC12CCCCC1N(O)C(=O)C(=O)N2O (stereo unspecified),-2,3,3,4,-3,2,1,1,-0.4,1
COc1cc(OC)c(OC)cc1C=NCC1(c2ccccc2)CCCC1,1,5,1,3,1,-1,1,0,0.4,-5
COCCCNc1nc2ccccc2nc1NS(=O)(=O)c1ccccc1,-3,8,0,-4,-7,1,1,12,1.0,-3
Cc1ccc(CN2CC(N3CCC[C@@H]3C)CS2(=O)=O)cc1 (stereo partly specified),-2,8,1,·,-1,3,-1,3,-0.9,1
COc1cc2ccccc2cc1C(=O)N1CCCC(C(F)(F)F)C1 (stereo unspecified),0,-4,5,3,-2,2,-2,3,0.8,-2
Cc1cc(NC(=O)CSc2nc3c(C)c(C)ccc3cc2C)no1,0,3,-2,-2,3,-3,-3,3,-1.8,25*
Brc1ccc(Nc2ncnc3[nH]ncc23)cc1,-3,-4,0,·,2,-1,3,0,0.7,-2
C=CCN1C(=O)[C@@H](CC(=O)N2CCN(C(=O)OCC)CC2)[C@]2(C(=O)OCC)CCCCC/C=C/12,5,2,1,·,-1,3,·,2,·,-8
CCC(OC(C)=O)c1cc2c(cc1[N+](=O)[O-])OCCO2 (stereo unspecified),-6,4,-2,-1,3,-3,8,-3,1.0,4
CCOC(=O)c1c(CS(=O)(=O)c2ccccc2)n(C)c2cc(Br)c(O)cc12,-1,3,-1,-16,0,0,2,13,0.1,8
CC1NC(=O)NC1CCCCC(=O)O (stereo unspecified),-2,-4,1,-2,0,2,6,0,-0.6,-5
COc1ccccc1NS(=O)(=O)c1ccc(C)c(NC(=O)c2ccc(S(=O)(=O)N3CCCCCC3)cc2)c1,3,-35,13,-45,3,-2,8,6,-2.0,7
Nc1nc(NCCCN2CCOCC2)nc(NCc2ccccc2)c1[N+](=O)[O-],-2,-4,0,-1,-2,-1,0,-6,-0.4,-3
CCOC(=O)[C@@H]1[C@H]2COc3ccccc3[C@@H]2N2C(=O)N(c3cccc(C)c3)C(=O)[C@@]12C,0,-3,-10,-18,-3,-1,3,-6,0.1,2
Cc1ccc(N2C(=O)c3cccc4cccc(c34)C2=O)cc1,1,1,-1,4,2,0,4,0,-1.6,9
O=C(CCc1ccccc1)Nc1cccc(NC(=O)CCc2ccccc2)c1,-1,-10,1,-15,0,-1,1,-1,3.0,-1
CC(C)CC(c1nnnn1C1CCCC1)N1CCC(C(N)=O)CC1 (stereo unspecified),2,-6,1,-7,-9,2,-2,-4,-2.9,-3
CCc1cc(C(=O)OC)c(NC(=O)CN2CCN(C(=O)C3CCCO3)CC2)s1 (stereo unspecified),-3,-1,3,-7,3,-2,-5,-6,0.6,-6
CN(C)/C=C/C(=O)c1ccncc1,0,0,-1,4,2,3,3,0,-1.5,2
COC(=O)c1ccc(C(NC(=O)OCc2ccccc2)/C(F)=C/[C@@H](C)C(=O)NCc2ccc(OC)c(OC)c2)cc1 (stereo partly specified),4,-2,-2,-13,1,1,6,6,0.7,-5
COc1ccccc1C(=O)N/C(=C/c1ccc2c(c1)OCO2)C(=O)Nc1ccc(C(=O)O)cc1,1,3,1,6,2,1,2,13,-2.1,4
Cc1ccc(NC(=O)CNC(=O)c2ccc(Oc3ccccc3)cc2)nc1,7,0,1,-17,4,1,-2,2,3.4,0

# An excerpt from above in order of molecular weight, high to low.
SMILES,MBD2 DNA inh,mABHD4 FP,UHRF1 binding,HTRA1 inhibitor,LEDGF integ inh,PRMT1 inh,TCR-CD3 inh,rCAG binder,PG9 Ab binder,NR1D1 modulator
COC(=O)c1ccc(C(NC(=O)OCc2ccccc2)/C(F)=C/[C@@H](C)C(=O)NCc2ccc(OC)c(OC)c2)cc1 (stereo partly specified),4,-2,-2,-13,1,1,6,6,0.7,-5
COc1ccccc1NS(=O)(=O)c1ccc(C)c(NC(=O)c2ccc(S(=O)(=O)N3CCCCCC3)cc2)c1,3,-35,13,-45,3,-2,8,6,-2.0,7
C=CCN1C(=O)[C@@H](CC(=O)N2CCN(C(=O)OCC)CC2)[C@]2(C(=O)OCC)CCCCC/C=C/12,5,2,1,·,-1,3,·,2,·,-8
COc1ccccc1C(=O)N/C(=C/c1ccc2c(c1)OCO2)C(=O)Nc1ccc(C(=O)O)cc1,1,3,1,6,2,1,2,13,-2.1,4
CCOC(=O)[C@@H]1[C@H]2COc3ccccc3[C@@H]2N2C(=O)N(c3cccc(C)c3)C(=O)[C@@]12C,0,-3,-10,-18,-3,-1,3,-6,0.1,2
CCc1cc(C(=O)OC)c(NC(=O)CN2CCN(C(=O)C3CCCO3)CC2)s1 (stereo unspecified),-3,-1,3,-7,3,-2,-5,-6,0.6,-6
O=C(CCc1ccccc1)Nc1cccc(NC(=O)CCc2ccccc2)c1,-1,-10,1,-15,0,-1,1,-1,3.0,-1
Cc1ccc(NC(=O)CNC(=O)c2ccc(Oc3ccccc3)cc2)nc1,7,0,1,-17,4,1,-2,2,3.4,0
COc1cc2ccccc2cc1C(=O)N1CCCC(C(F)(F)F)C1 (stereo unspecified),0,-4,5,3,-2,2,-2,3,0.8,-2
Cc1ccc(CN2CC(N3CCC[C@@H]3C)CS2(=O)=O)cc1 (stereo partly specified),-2,8,1,·,-1,3,-1,3,-0.9,1
Brc1ccc(Nc2ncnc3[nH]ncc23)cc1,-3,-4,0,·,2,-1,3,0,0.7,-2
CC1NC(=O)NC1CCCCC(=O)O (stereo unspecified),-2,-4,1,-2,0,2,6,0,-0.6,-5

# The results go on:
SMILES,MBD2 DNA inh,mABHD4 FP,UHRF1 binding,HTRA1 inhibitor,LEDGF integ inh,PRMT1 inh,TCR-CD3 inh,rCAG binder,PG9 Ab binder,NR1D1 modulator
Cc1ccccc1Cn1nc(C)c(NC(=O)c2cc3nc(-c4ccco4)cc(C(F)(F)F)n3n2)c1C,-3,-2,3,-4,5,5,1,3,0.6,7
CC(C)CNS(=O)(=O)c1ccc(CCC(=O)NCc2ccc(Cl)cc2)cc1,4,-13,5,-5,-4,7,-3,0,-1.3,0
COCCNC(=O)C1CCCN(S(=O)(=O)c2cccc3nsnc23)C1 (stereo unspecified),-8,-9,-2,5,2,-3,-2,0,-1.2,-3
COc1ccc(C(C)=O)cc1CSc1nnc(Nc2ccc(C)cc2)s1,7,-19,6,-30,-5,7,-9,0,-1.2,2
CCOc1ccc(OCCCC(=O)Nc2nc3ccccc3[nH]2)cc1,-1,2,0,0,-5,1,1,-3,-0.8,-7
CCN(CCO)Cc1csc2cc(C)ccc12,1,7,4,-11,2,1,3,-3,0.8,7
Cc1ccccc1C(=O)NC1CCCCN(C)C1=O (stereo unspecified),1,-1,2,·,-2,2,1,0,-1.2,0
Cc1ccc(S(=O)(=O)N2CCN(C(C)C(=O)N3CCCc4ccccc43)CC2)cc1 (stereo unspecified),1,2,27*,-10,0,-1,1,-4,0.0,5
Cc1cc(OCC(=O)Nc2ccc(CCO)cc2)c2c(C)c(C)c(=O)oc2c1,-4,2,-3,-5,1,2,1,1,0.8,-4
O=C(NC(=S)Nc1ccccc1N1CCOCC1)c1ccc(-c2ccccc2F)o1,4,-4,-3,7,0,-3,0,2,1.5,3
CCOc1cnc(-c2c(-c3c(F)cccc3Cl)noc2C)o1,7,-2,4,-10,-4,2,-4,-1,-0.1,0
Cc1ccc2c(c1)N(C(C)C(=O)NCc1cccs1)C(=O)CO2 (stereo unspecified),3,1,7,1,-1,-5,2,-3,-0.2,-6
Cc1ccc(/C=C(\NC(=O)c2ccccc2)C(=O)N2CCCC2C(=O)O)cc1 (stereo unspecified),-2,3,3,-3,0,-5,0,-2,-2.1,-5
NC(=O)[C@@H]1CCCN1Cc1c(C(=O)N2CCc3ccccc3C2)nc2ccc(Cl)cn12,-5,9,-6,5,1,4,4,-1,1.1,-5
CN(c1cccc(NC(=O)c2ccccc2N(C)S(C)(=O)=O)c1)S(C)(=O)=O,3,1,4,7,0,0,-4,-2,-0.8,3
CCOC(=O)c1c(N)sn(-c2ccccc2)c1=S,4,6,0,-7,-1,1,-7,-2,1.5,2
COc1cc2c(cc1OC)C(C)N(C(=O)CCc1c[nH]c3ccccc13)CC2 (stereo unspecified),-3,-3,0,4,-5,-3,-10,-5,-1.3,-3

# Some of the compounds tested, so the mix of outcomes need not match the whole.
